OX1R antag: antagonists of human orexin 1 receptor (OX1R); hit rate 1.8% among 330,000; inhibition, % at 6.6 µM; Orexin/Hypocretin receptor type 1 (Homo sapiens), O43613; OX1R-expressing cells, FRET antagonist read-out; AID 485270, 2010; in the data active = inhibition mostly above about 38%, no sharp cut-off; inactive = mostly below about 40%;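 also: 0% = agonist challenge alone and 100% = reference antagonist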
Target sequence (O43613 whole entry, looked up): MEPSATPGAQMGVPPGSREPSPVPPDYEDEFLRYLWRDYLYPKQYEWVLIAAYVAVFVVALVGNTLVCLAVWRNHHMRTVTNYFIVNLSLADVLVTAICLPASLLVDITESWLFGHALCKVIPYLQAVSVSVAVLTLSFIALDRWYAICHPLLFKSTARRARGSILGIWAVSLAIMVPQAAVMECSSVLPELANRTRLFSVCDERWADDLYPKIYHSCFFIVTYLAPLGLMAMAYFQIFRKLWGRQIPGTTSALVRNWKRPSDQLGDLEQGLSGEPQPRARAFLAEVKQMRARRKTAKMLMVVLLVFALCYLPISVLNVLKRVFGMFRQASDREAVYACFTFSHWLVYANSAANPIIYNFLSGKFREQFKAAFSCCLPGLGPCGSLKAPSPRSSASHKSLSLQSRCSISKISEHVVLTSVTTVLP
KCNQ2 block: KCNQ2 potassium channel inhibitors, primary screen, cell-based, CHO-K1, FluxOR thallium flux, B-score (AID 2156); hit rate 1.1% among 310,000; B-score at 10 µM; 20 min; stronger effect = lower value; Potassium voltage-gated channel subfamily KQT member 2 (Rattus norvegicus), O88943;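 active = fluorescence ratio B-score at most minus 3 library SDs, with starting brightness B-score within 2 library SDs, cut at about -5.5 in these data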
STK33 inh: inhibitors of purified STK33 kinase, primary screen, biochemical, ADP-Glo luminescence, homogeneous, cell-free | Serine/threonine-protein kinase 33 (Homo sapiens), Q9BYT3 | MBP phosphorylation | inhibition, % at 10 µM | hit rate 0.073% among 320,000 | AID 2661, 2010;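 active = inhibition at or above 25%, using the most active replicate where run in duplicate; inactive = inhibition below 25%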
Target sequence (Q9BYT3 whole entry, looked up): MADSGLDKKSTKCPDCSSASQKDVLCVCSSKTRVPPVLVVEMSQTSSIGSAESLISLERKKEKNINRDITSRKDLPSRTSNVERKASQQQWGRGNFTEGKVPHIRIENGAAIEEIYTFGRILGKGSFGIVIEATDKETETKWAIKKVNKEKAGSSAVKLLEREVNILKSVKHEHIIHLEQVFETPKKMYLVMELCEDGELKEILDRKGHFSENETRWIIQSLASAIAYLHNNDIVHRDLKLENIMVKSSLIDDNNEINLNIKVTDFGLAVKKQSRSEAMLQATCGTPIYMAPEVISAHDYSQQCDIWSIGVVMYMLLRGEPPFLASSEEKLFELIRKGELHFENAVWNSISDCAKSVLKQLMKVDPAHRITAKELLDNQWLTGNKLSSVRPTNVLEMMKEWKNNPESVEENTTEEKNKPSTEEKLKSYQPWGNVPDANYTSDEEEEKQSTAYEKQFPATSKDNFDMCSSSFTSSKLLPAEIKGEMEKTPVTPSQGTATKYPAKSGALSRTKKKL
The depositor's hits bear a star; i = inactive; · = no result given; & = joins results of further samples.

KCNQ2 block | STK33 inh | OX1R antag | canonical_smiles
i | -1.6 | 14 | Cc1ccc(S(=O)(=O)N(CC(=O)NCc2ccccc2Cl)C(=O)N2CCN(C)CC2)cc1
i | -3.8 | 15 | COC(=O)/C(C#N)=C1/C=Cc2ccccc2N1
i | · | 11 | CN(Cc1ccccc1)S(=O)(=O)CCNC(=O)c1ccc2c(c1)OCO2
· | -0.4 | 3 | Cc1ccc(NC(=O)C2CCCN(S(=O)(=O)c3c(C)noc3/C=C/N(C)C)C2)cc1F (stereo not given)
i | -1.7 | 17 | Cc1ccc(S(=O)(=O)NCc2nnc(SCC(=O)Nc3cccc(C)c3C)n2C)cc1
i | 0.2 | 19 | Cn1c(/C(C#N)=C(\O)c2ccc(Br)s2)nc2ccccc21
i | -1.5 | 11 | COCCSc1nnc(NC(=O)C2CC(=O)N(c3ccc(OC)cc3)C2)s1 (stereo not given)
i | -1.4 | 11 | CC1CCc2c(sc3ncnc(NS(=O)(=O)c4cccs4)c23)C1 (stereo not given)
i | 0.3 | 26 | Cc1cc(/C=C(\C#N)C(=O)Nc2ccccc2F)c(C)[nH]1
i | -0.4 | -6 | Cc1ccc(-c2nn[nH]n2)cc1Cl
i | 0.4 | 18 | CCCc1nc(SCC(=O)N2CCOCC2)c2c(C)c(C)sc2n1
i | -1.3 | 0 | O=C(O)CCCCCN1C(=O)/C(=C\c2ccc(-c3ccc(Cl)cc3)o2)SC1=S
· | -0.8 | 2 | O=C(OCCN1C(=O)c2ccccc2C1=O)C1CC(O)CN1S(=O)(=O)c1ccc(Cl)cc1 (stereo not given)
i | -0.5 | 13 | OC(COCC1COc2ccccc2O1)CN1CCc2ccccc2C1 (stereo not given)
· | 0.2 | 7 | CC1CCN(C(=S)NC(=O)c2ccc(F)cc2)CC1
i | 4.3 | 7 | COc1cccc(C(=O)OC2CCCN(C)C2)c1 (stereo not given)
i | -1.2 | 21 | O=C(NCCc1ccccc1)c1nc2ncccn2n1
i | 0.2 | 6 | CCOc1ccc(-c2nnc(NC(=O)C3CCCC3)o2)cc1
i | -0.6 | 15 | COC(=O)c1cccc(NC(=O)CN2CCOCC2)c1
i | -2.9 | 11 | COc1ccccc1Nc1nc(N)nc(CSC(=S)N2CCOCC2)n1
· | -0.3 | 16 | C[C@H]1CN([C@@H](C)CO)C(=O)c2cccc(NC(=O)Nc3ccc(C(F)(F)F)cc3)c2O[C@@H]1CN(C)Cc1ccc(Cl)c(Cl)c1
i | 9.1 | 13 | CCOC(=O)Nc1ccc2c(c1)ncn2C1CCCCC1
i | 0.8 | 7 | NS(=O)(=O)c1ccc(CCNS(=O)(=O)c2ccc(Cl)nc2)cc1
i | 0.8 | 2 | COc1cc(CO)ccc1Oc1nc2ccccc2n2cnnc12
i | 0.6 | 4 | Cc1cc(OCC(=O)Nc2sc3c(c2C#N)CC(C)(C)NC3(C)C)c(C(C)C)cc1Cl
i | 0.1 | 15 | COc1ccc(C(=O)NC(=S)NCc2ccco2)cc1
i | -1.7 | 17 | O=C(Nc1ccon1)c1cnc2sccn2c1=O
· | 0.6 | 3 | Nn1c(SCC(=O)NC2CCS(=O)(=O)C2)nc2scc(-c3ccccc3)c2c1=O (stereo not given)
i | 0.3 | 20 | COc1ccc(/C=N\NC(=O)CCN2CCN(c3ccccc3)CC2)cc1OC
i | -0.5 | 7 | O=C(OCCN1CCN(c2ncc(C(F)(F)F)cc2Cl)CC1)c1ccc(F)cc1
i | 0.2 | 8 | COc1ccc2c(C)c(C(=O)NCC(C)O)oc2c1OC (stereo not given)
i | 0.6 | 5 | O=C(CC(NCCc1ccccc1)C(=O)O)Nc1ccc(O)cc1 (stereo not given)
i | 0.0 | 14 | COc1cccc(NC(=O)CN(c2cccc(OC)c2)S(C)(=O)=O)c1
i | -1.3 | 10 | C=CCn1c(SCC(=O)NC2CCS(=O)(=O)C2)nnc1-c1ccncc1 (stereo not given)
i | -1.9 | 6 | COc1ccc(C2C(=O)N(CCc3ccccc3)CC(=O)N2C2CCCC2)cc1 (stereo not given)
i | 1.0 | 8 | COc1ccc(C(=O)c2ccccc2)c(OCC(=O)NC2CC2)c1
· | -0.9 | 8 | Nn1c(SCC(=O)NC2CCS(=O)(=O)C2)nnc1-c1ccco1 (stereo not given)
i | -0.7 | 16 | CC(C)Oc1ccccc1C1Nc2ccccc2C(=O)N1c1ccc2c(c1)OCCO2 (stereo not given)
i | 0.0 | 7 | O=C(NCc1ccccc1Cl)NC(=O)c1csc([N+](=O)[O-])c1
i | 0.3 | 17 | Cc1nc2ccc([N+](=O)[O-])cc2[nH]1
i | -1.4 | 17 | Cc1nc(Cl)sc1C(=O)Nc1ccccc1
i | -1.0 | 14 | COc1ccc(CN2C(=O)CCC(C(=O)O)C2c2ccccc2)cc1 (stereo not given)
i | 0.1 | 11 | CCOCCc1nn2c(=O)cc(CSCC(=O)Nc3cc(C)cc(C)c3)nc2s1
i | · | 25 | COc1cccc(Cn2c(NCc3cccnc3)nc3c2c(=O)n(C)c(=O)n3C)c1
i | 0.0 | 11 | O=C(Cn1c(C(=O)N2CCN(C3CCCCC3)CC2)cc2sccc21)c1ccccc1
i | -0.4 | 21 | COc1ccc(/C=C/C(=O)O)cc1S(=O)(=O)N1CCC(Cc2ccccc2)CC1
i | -0.4 | 2 | CCn1nc(C)c([N+](=O)[O-])c1C(=O)NNC(=O)c1ccccc1Cl
i | -1.2 | 32 | CCN(c1ccc(OC)cc1)S(=O)(=O)c1nnc(NC(=O)COc2ccccc2)s1
i | 1.4 | 39 | COc1ccc(CCNC(=O)c2cnc3ccccc3n2)cc1
i | -0.4 | 11 | O=C(Cn1ncc2c([nH]c3ccccc32)c1=O)N1CCN(c2ccc(F)cc2)CC1
i | -0.8 | 14 | CCCONC(=O)Nc1ccccc1[N+](=O)[O-]
i | -0.2 | 26 | O=C(CS(=O)(=O)c1cn(Cc2ccc(F)cc2)c2ccccc12)N1CCCCC1
i | -0.3 | 18 | Cc1cc2c(N=NC(=O)C3CC3c3ccccc3)c(O)[nH]c2cc1Br (stereo not given)
· | -0.4 | 3 | CCc1ccccc1NC(=O)CN1CCN(C(=O)CCC(=O)N2CCC(c3ccccc3)=N2)CC1
i | -1.3 | 4 | CCN(CC)S(=O)(=O)c1ccc(C(=O)NCCN(C)C)cc1
i | -1.4 | 9 | O=C(Nc1ccnn1C1CCN(C(=O)c2cnsn2)CC1)c1cccc(F)c1
i | -0.7 | 22 | Cc1noc(C)c1C(=O)Nc1nnc(-c2ccccc2)s1
i | -0.4 | 8 | O=C(c1ccc(S(=O)(=O)N2CCOCC2)cc1)N1CCN(c2ccccc2F)CC1
i | 1.1 | 15 | COc1ccccc1CCC(=O)NNC(=O)c1ccc(Br)cc1
i | -0.3 | 13 | Cn1c(Cc2csc(N)n2)nnc1SCC(=O)NC1CCCCC1

Some values from above.
Reading of `CCN(CC)S(=O)(=O)c1ccc(C(=O)NCCN(C)C)cc1` under OX1R antag: 4
Reading of `Cn1c(Cc2csc(N)n2)nnc1SCC(=O)NC1CCCCC1` under STK33 inh: -0.3
Reading of `COc1ccc(/C=C/C(=O)O)cc1S(=O)(=O)N1CCC(Cc2ccccc2)CC1` under STK33 inh: -0.4
Reading of `COc1cccc(Cn2c(NCc3cccnc3)nc3c2c(=O)n(C)c(=O)n3C)c1` under OX1R antag: 25
Reading of `Cc1nc(Cl)sc1C(=O)Nc1ccccc1` under STK33 inh: -1.4
Reading of `COc1ccc(CN2C(=O)CCC(C(=O)O)C2c2ccccc2)cc1` (stereo not given) under STK33 inh: -1.0
Reading of `COc1ccc(CCNC(=O)c2cnc3ccccc3n2)cc1` under OX1R antag: 39

Remaining list, next part.
KCNQ2 block | STK33 inh | OX1R antag | canonical_smiles
i | -0.7 | 5 | CC(C)c1ccc(NC(=O)CSc2nc3ccccc3nc2N2CCCC2)cc1
i | -3.4 | 11 | O=C(CCc1ccccc1)NNC(=O)c1ccc(F)cc1
· | 6.6 | 7 | O=C(C[n+]1cccc(C(=O)N/N=C/c2ccc(Br)cc2)c1)c1ccccc1
i | -1.7 | 14 | COc1cccc(N(CC(=O)NCCSc2ccccc2)S(C)(=O)=O)c1
i | 0.3 | 10 | COC(=O)c1cccc(C(=O)N2CCCC(CCC(=O)N(C)CCc3ccccn3)C2)c1 (stereo not given)
i | -0.7 | 1 | O=S(=O)(Nc1ccccc1)c1ccc(NS(=O)(=O)c2cccs2)cc1
i | 0.1 | 15 | Fc1ccccc1C1c2[nH]c3ccccc3c2CCN1Cc1ccoc1 (stereo not given)
i | -3.1 | 7 | O=C1C2Sc3[nH]c(=O)sc3C(c3cc([N+](=O)[O-])ccc3O)C2C(=O)N1c1ccccc1 (stereo not given)
i | 0.0&-0.5 | 12&12 | CCOC(=O)c1c(CN2CCOCC2)n(C)c2cc(Br)c(O)c(CN(C)C)c12
i | -1.0 | 19 | CCOc1ccc(NS(=O)(=O)c2ccc(C(=O)N(C)Cc3cccc(OC)c3OC)cc2)cc1
i | 0.1 | 12 | O=C(CCCN1C(=O)C(c2ccccc2)Oc2cccnc21)NCc1ccc(F)cc1 (stereo not given)
i | -0.7 | 10 | CC1SCCN1S(=O)(=O)c1ccc2ccccc2c1 (stereo not given)
i | 11 | 40 | Cc1cc(C)c(NC(=O)c2cc(C(=O)O)ccc2C(=O)O)c([N+](=O)[O-])c1
i | -0.2 | 17 | Brc1ccc2c(c1)C(c1cccnc1)=NNC(c1cccs1)=N2
i | -0.3 | 11 | COc1cc(/C=N/NC(=O)c2ccc3ccccc3c2)ccc1Oc1ccc([N+](=O)[O-])cn1
i | -1.4 | 14 | COc1ccc(CC(=O)Oc2ccc(C)cc2Br)cc1S(=O)(=O)N1CCOCC1
i | 0.1 | 25 | COc1cccc2cc(C(=O)Oc3ccccc3)c(=O)oc12
· | -0.4 | 4 | CCCCn1c(N)c(N(CC(C)C)C(=O)CSc2ccc3c(c2)OCCO3)c(=O)[nH]c1=O
i | 1.9 | 12 | CC(=O)N1CCC2(CC1)CC(=O)c1cc(OCC(=O)N3CCOCC3)ccc1O2
i | -0.6 | 3 | CCOc1ccc(C(=O)Nc2cc(=O)n(C)c(=O)n2C)cc1
i | -0.6 | 4 | CCN(CC)C(=O)c1[nH]cnc1C(=O)N[C@@H](CCCCNC(=O)OC(C)(C)C)C(=O)OC(C)(C)C
i | -0.2 | 6 | COc1ccc(C2C(C(=O)NCc3ccccc3)=C(C)Nc3ncnn32)cc1OC (stereo not given)
i | -0.7 | 28 | C=CCN(CC=C)C(=O)COC(=O)c1ccc(Sc2ncn[nH]2)c([N+](=O)[O-])c1
i | 0.0 | 2 | Cc1cccc(N2CCN(S(=O)(=O)c3cccc4nonc34)CC2C)c1 (stereo not given)
i | 0.5 | 18 | COC(=O)c1ccc(=O)n(-c2ccc(OC)cc2)c1
i | 0.0 | 14 | COC(=O)c1ccc(-n2nnnc2SCC(=O)Nc2ccccc2F)cc1
i | 1.2 | 22 | O=c1c(-c2ccco2)[n+]([O-])c2ccccc2n1OCc1ccccc1[N+](=O)[O-]
i | 2.3 | 15 | CCN(CC)CCNC(=O)c1cc2c(=O)n(C)c3ccccc3c2n1C
i | -0.4 | 33 | CCn1nnc(NC(=O)c2sc3ccccc3c2Cl)n1
i | -0.5 | 25 | CCOc1ccc(/C=N/NC(=O)Cc2csc(Nc3cccc(C(F)(F)F)c3)n2)c(OCC)c1
i | 1.0 | 1 | COc1ccc(NC(=O)CN(C)C(=O)c2ccc(=O)[nH]c2)cc1
i | 1.5 | -2 | CCn1ncc([N+](=O)[O-])c1C(=O)Nc1ccc(C)c(C)c1
i | 0.6 | 8 | CN(C)c1ccc(/C=C/C#N)cc1
i | -0.5 | 6 | CCCN(CC(=O)Nc1ccc(F)c(F)c1F)C(=O)CCc1nc2ccccc2c(=O)[nH]1
i | 0.8 | 10 | CCCc1[nH]nc2c1C(c1ccc(OC(=O)c3ccco3)cc1)C(C#N)=C(N)O2 (stereo not given)
i | -0.6 | 33 | Cc1cccc(C(=O)Nc2sc(-c3ccccc3)cc2C(=O)O)c1
i | -1.5 | 6 | COc1cc2c(cc1OC)C(C(=O)N1CCCC1)C(c1ccccc1F)N(C)C2=O (stereo not given)
i | -1.2 | 7 | CCn1cc(CN2CCN(Cc3ccc(OC)c(C)c3C)C(CCO)C2)c(C)n1 (stereo not given)
i | 3.2 | 4 | O=C(C1CCC(Cn2c(=S)[nH]c3ccccc3c2=O)CC1)N1CCN(c2ccccc2)CC1 (stereo not given)
i | -0.6 | 3 | CCC(C)(C)n1nnnc1C(c1cccnc1)N1CCCC(C)C1 (stereo not given)
i | 0.2 | 22 | C=CCOc1c(CNn2nnnc2N)cccc1OC
i | 1.7 | 28 | Cn1c(=O)c(C=Nc2ccccc2)c(O)c2ccccc21
i | -0.9 | 13 | Cc1ccc(C)c(S(=O)(=O)Nc2ccc(O)c(C(=O)O)c2)c1

Shown with each value named: four of the compounds above
CCN(CC)CCNC(=O)c1cc2c(=O)n(C)c3ccccc3c2n1C
  KCNQ2 block = i
  STK33 inh = 2.3
  OX1R antag = 15
CCn1nnc(NC(=O)c2sc3ccccc3c2Cl)n1
  KCNQ2 block = i
  STK33 inh = -0.4
  OX1R antag = 33
CCOc1ccc(/C=N/NC(=O)Cc2csc(Nc3cccc(C(F)(F)F)c3)n2)c(OCC)c1
  KCNQ2 block = i
  STK33 inh = -0.5
  OX1R antag = 25
COc1ccc(NC(=O)CN(C)C(=O)c2ccc(=O)[nH]c2)cc1
  KCNQ2 block = i
  STK33 inh = 1.0
  OX1R antag = 1

From PubChem
